# ABCG2 block: inhibitors of human ABCG2 transporter, ABCB1 counter-screen | AID 1325 | Q9UNQ0 | hit rate 0.1% among 190,000 | inhibition, % at 6.6 µM | IgMXP3 cells, JC-1 efflux, flow cytometry;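 active = inhibition above 80%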;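 also: 0% = DMSO and 100% = nicardipine control wells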
#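 Test system: IgMXP3 (ABCG2) plus far-red-tagged CCRF-Adr (ABCB1) cells. Reagent: JC-1 dye as substrate. Timing: 10 min exposure at 25 °C with rotation, no wash. Measured by: flow cytometric JC-1 green MFI at 530 nm. Read-out: percent efflux inhibition, scaled nicardipine 100% to DMSO 0%. Control set: nicardipine and DMSO wells.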
# Bim-Bcl-W: human Bim-Bcl-W interaction inhibition. bead-based flow cytometry, Bim peptide-Bcl-W binding. inhibition, % at 10 µM. hit rate 0.02% among 190,000;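 also: 0% = bound tracer without compound and 100% = peptide blocker; higher means less fluorescent Bim peptide bound to Bcl-W beads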
# Target sequence (Q92843 whole entry, looked up): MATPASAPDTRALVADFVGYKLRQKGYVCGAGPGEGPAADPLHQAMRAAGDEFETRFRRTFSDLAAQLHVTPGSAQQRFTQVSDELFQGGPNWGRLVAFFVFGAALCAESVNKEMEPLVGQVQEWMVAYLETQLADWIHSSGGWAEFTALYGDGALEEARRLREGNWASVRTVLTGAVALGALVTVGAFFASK
# RGS7-Gao: regulators of human RGS7-Galphao interaction; P09471; Multiplexed bead flow cytometry, RGS7-Galphao binding; actives lie on both sides; binding response (% of control), % at 10 µM; hit rate 0.35% among 220,000; in the data active = binding response below about 49% or above about 150%; inconclusive = no clear call, values can overlap the other calls; inactive = in between;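 also: fluorescent Galphao held in activated GDP-AlF4 state binding bead-coupled RGS7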
# Target sequence (P09471 whole entry, looked up): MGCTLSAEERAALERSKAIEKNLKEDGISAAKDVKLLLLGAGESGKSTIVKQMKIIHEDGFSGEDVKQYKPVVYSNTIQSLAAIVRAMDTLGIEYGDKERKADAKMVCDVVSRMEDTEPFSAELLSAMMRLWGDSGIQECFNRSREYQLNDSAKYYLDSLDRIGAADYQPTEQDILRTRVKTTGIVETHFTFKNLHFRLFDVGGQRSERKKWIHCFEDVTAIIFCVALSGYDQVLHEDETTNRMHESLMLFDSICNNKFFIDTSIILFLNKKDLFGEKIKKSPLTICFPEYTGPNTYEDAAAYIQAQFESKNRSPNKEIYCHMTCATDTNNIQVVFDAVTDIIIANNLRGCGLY
# Bim-Bcl-XL: disrupts Bim peptide binding to human Bcl-XL. inhibition, % at 10 µM. AID 1007. hit rate 0.04% among 190,000. bead flow cytometry, fluorescence
# GSH fluor: GSH bead compound fluorescence profile | GSH beads flow cytometry, compound fluorescence 488/530 nm; active compounds read high | AID 1776 | hit rate 0.25% among 190,000 | fluorescence (KMESF) at 10 µM; in the data active = fluorescence above about 89;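 also: glutathione beads carrying GST-tagged Bcl family fusion proteins plus one bare bead set; values are compound well signal with DMSO vehicle wells as background; inactives centre near 16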
# Bim-Bcl-B: human Bim-Bcl-B interaction inhibition; inhibition, % at 10 µM; bead-based flow cytometry, Bim peptide-Bcl-B binding; hit rate 0.073% among 190,000; AID 951; Q9HD36;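 also: 0% = tracer peptide without compound and 100% = reference inhibitor peptide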
# Target sequence (Q9HD36 whole entry, looked up): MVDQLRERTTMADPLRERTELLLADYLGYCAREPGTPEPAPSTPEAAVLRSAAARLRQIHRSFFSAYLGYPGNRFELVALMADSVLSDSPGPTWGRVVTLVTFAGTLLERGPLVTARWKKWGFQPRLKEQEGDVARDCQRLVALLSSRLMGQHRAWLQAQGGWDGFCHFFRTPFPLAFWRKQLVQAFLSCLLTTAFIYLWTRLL
# Bim-Bcl-2: human Bim-Bcl-2 interaction inhibition. P10415. Bead-based flow cytometry, Bim peptide-Bcl-2 binding. inhibition, % at 10 µM. hit rate 0.06% among 190,000. AID 950; in the data active = inhibition above about 40%; inconclusive = no clear call, values can overlap the other calls;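 also: 0% = no compound wells with probe peptide and 100% = reference peptide inhibitor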
# Target sequence (P10415 whole entry, looked up): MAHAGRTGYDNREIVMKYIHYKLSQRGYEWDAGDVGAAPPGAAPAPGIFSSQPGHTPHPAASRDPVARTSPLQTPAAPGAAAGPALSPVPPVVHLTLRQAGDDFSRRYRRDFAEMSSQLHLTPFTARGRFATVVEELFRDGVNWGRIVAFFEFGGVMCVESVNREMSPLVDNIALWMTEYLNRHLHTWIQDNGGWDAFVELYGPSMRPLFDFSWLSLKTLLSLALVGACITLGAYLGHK
# Avidin fluor: compound fluoresces at 488/530 nm on avidin beads; hit rate 0.38% among 220,000; fluorescence (KMESF) at 10 µM; compound fluorescence 488/530 nm, flow cytometry; active compounds read high; in the data active = fluorescence above about 47; also: inactives centre near 10
# RGS4-Gao reg: modulates binding of RGS4 to human Galphao; P09471; Multiplexed bead flow cytometry; actives lie on both sides; binding response (% of control), % at 10 µM; hit rate 0.33% among 220,000; in the data active = binding response below about 49% or above about 150%; inactive = in between;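 also: fluorescent Galphao activated with aluminum fluoride binding bead-coupled RGS4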
# ABCB1 inh: blocks JC-1 efflux by human ABCB1 transporter. AID 1326. inhibition, % at 6.6 µM. CCRF-Adr cells, flow cytometry. P08183. hit rate 0.067% among 190,000; in the data active = inhibition above about 40%;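 also: 0% = vehicle and 100% = reference inhibitor; higher value means more JC-1 retained so stronger ABCB1 efflux block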
# Bfl-1 Bim block: human Bim-Bfl-1 interaction inhibition. Q16548. Bead-based flow cytometry, Bim-Bfl-1 binding inhibition. inhibition, % at 10 µM. hit rate 0.12% among 190,000;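 also: 0% = wells without compound plus tracer and 100% = blocker peptide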
# Starred values were filed as active, the others as inactive; u = inconclusive. Rule as the data show it, unless noted: active = inhibition above about 40%.
SMILES,ABCG2 block,Bim-Bcl-W,RGS7-Gao,Bim-Bcl-XL,GSH fluor,Bim-Bcl-B,Bim-Bcl-2,Avidin fluor,RGS4-Gao reg,ABCB1 inh,Bfl-1 Bim block
O=[N+]([O-])c1cc(Br)c(O)c(C=Nc2ccc(N3CCOCC3)cc2)c1,1,1,97,-1,19,-9,-3,10,97,-0.1,7
Cc1nc([N+](=O)[O-])c(Br)n1CC(=O)c1cccc([N+](=O)[O-])c1,2,2,98,2,26,-1,3,22,103,0.7,-1
O=C(Cc1ccccc1)N/N=C/c1cccc([N+](=O)[O-])c1,8,-1,u,-1,12,-5,-2,12,103,0.6,-5
O=C(c1ccccc1)N1CCCC(C(=O)N2CCCCCC2)C1 (stereo unspecified),3,0,101,-7,26,-7,-10,19,102,0.9,-19
Cc1cc(/C=C(/C#N)C(=O)O)c(C)n1CCC(C)C,6,-2,95,-1,8,-3,-8,16,100,1.0,0
CC1CC(C)CN(CC(=O)Nc2ccc3c(c2)OCCO3)C1 (stereo unspecified),0,-1,100,-2,12,-2,0,34,104,-0.1,-1
COCCOC(=O)c1c(NC(=O)CN2c3ccccc3CC2C)sc(C(N)=O)c1C (stereo unspecified),2,-2,u,-6,13,-5,-1,11,101,1.5,3
COc1ccc(CCNC(=O)c2ccc(Cl)c(S(=O)(=O)N(C)c3ccccc3)c2)cc1,21,0,97,-1,9,-2,-4,15,101,1.3,-3
O=C(C1=C[C@@H](c2coc3ccccc3c2=O)C[C@@H](OCc2ccc(CO)cc2)O1)N1CCOCC1,4,-2,115,0,17,-3,0,6,113,0.5,-5
COc1ccc(-c2noc(C(=O)NCc3ccc(F)cc3)n2)cc1OC,1,-4,109,-3,25,-5,-4,8,106,0.1,-5
CCC(C)C(NC(=O)C1CCC(C)CC1)C(=O)NC1CCN(Cc2ccccc2)CC1 (stereo unspecified),-1,1,108,0,18,-2,0,7,106,0.4,-4
COC(=O)C1CCN(C(=O)COC(=O)COc2ccc(C#N)cc2)CC1,2,1,u,0,11,-1,-1,8,96,0.3,-1
CCOc1ccc(-n2ccnc2SCC(=O)Nc2nnc(C)s2)cc1,1,-1,98,-2,4,-3,-3,9,100,0.2,-10
COC(=O)Cn1c(SCc2ccccc2)nc2ccccc21,2,-1,101,0,15,0,-1,16,100,0.6,-2
CCOC(=O)c1c(NC(=O)CN2C(=O)CN(C)C2=O)sc(C)c1C,6,-2,94,-6,11,-6,0,12,98,0.3,-4
CCOC(=O)CN1CC23C=CC(O2)C(C(=O)Nc2cc(OC)ccc2OC)C3C1=O (stereo unspecified),0,0,101,-2,27,-7,-6,7,102,0.4,-10
O=C(O)C1CCCCC1C(=O)NCc1ccc2c(c1)OCO2 (stereo unspecified),0,0,106,-2,11,1,1,8,109,0.3,0
Cc1ccc(N2CCN(C3=NC(=O)C(Cc4ccccc4)S3)CC2)cc1 (stereo unspecified),11,-5,102,-7,15,-8,-5,20,98,3.4,-4
CCOC(=O)CCn1cc(F)c(=O)n(Cc2ccccc2)c1=O,1,2,106,0,26,2,5,2,106,0.3,3
COC(=O)c1cc(NS(=O)(=O)c2ccc(N3CCOCC3)c(NC(C)=O)c2)cc(C(=O)OC)c1,2,-7,102,-6,11,-2,-5,12,103,0.3,-4
CCOC(=O)c1cccc(NC(=O)CN2CCN(c3ccc(OC)cc3)CC2)c1,2,-1,98,-1,13,0,-1,39,100,0.4,-3
Cc1ccc(N=C2SC(C(=O)Nc3ccc(OC(F)(F)F)cc3)C(N)=C2C(=O)Nc2c(C)cc(C)cc2C)cc1 (stereo unspecified),-1,-2,98,-7,19,-9,-11,12,102,-0.5,-11
O=C(NC1CCCC1)C(c1cccnc1)N(CCc1ccccc1)C(=O)c1ccco1 (stereo unspecified),0,0,105,-2,9,-3,-3,9,102,0.6,-2
CCN(CC)c1nc2c3c(nc4c(c3c1C#N)CC(=O)N4c1ccc(Cl)cc1)NC(C)=N2,-3,2,102,4,14,-2,2,23,101,0.6,2
N/C(=N\OC(=O)c1ccc(F)cc1)c1ccc(Br)cc1,17,-3,84,-4,11,0,0,5,96,2.2,0
Cc1cc(C)c(S(=O)(=O)N2CCOCC2)cc1C,3,0,95,1,14,-1,0,11,97,2.4,-5
Cc1ccc(S(=O)(=O)N(c2ccc(Br)cc2)C2C=CS(=O)(=O)C2)cc1 (stereo unspecified),7,0,u,2,16,3,2,10,107,1.6,5
Cc1ccc(N(C)C(=O)N2CCN(S(=O)(=O)c3ccc(C)cc3)CC2)cc1,8,1,103,-6,19,-3,-7,6,102,1.7,-11
CC1(C)C=C(c2ccc(C=O)s2)CC(C)(C)N1C=O,-2,-1,96,-4,14,0,0,3,98,1.3,0
O=C(Nc1c(C(=O)N2CCCCC2)cnn1-c1ccccc1)c1ccco1,3,-2,98,0,15,-3,-3,8,100,0.5,0
O=C(c1cccn2c(=O)c3cc(Br)ccc3nc12)N1CCN(c2ccccn2)CC1,0,-3,100,-2,17,-2,-4,8,102,0.0,0
O=C1CN(C(=S)NC(=O)c2ccc(-c3ccccc3)cc2)CCN1,4,0,110,-1,20,-40,3,6,100,-0.3,8
Cc1ccccc1OCC(=O)Nc1ccc(C(N)=O)cc1,17,0,92,-25,45,-32,-20,6,98,0.3,-14
Cc1ccc(OCC(=O)NCC(=O)Nc2ccc(F)cc2)c([N+](=O)[O-])n1,7,-2,101,-5,9,-6,-6,14,96,0.8,-10
COc1ccc(C2C3=C(CCCC3=O)Nc3nc(C(F)(F)F)nn32)cc1OC (stereo unspecified),0,2,98,1,20,2,0,8,101,0.0,-1
CCCC(CCC)C(=O)Nc1cccc(C(=O)O)c1,-2,4,105,0,40,-7,-6,6,103,-0.2,-13
CCN(CC)S(=O)(=O)c1ccc(/C=C/C(=O)OCC(=O)Nc2ccc(S(N)(=O)=O)cc2)cc1,0,0,106,-1,8,-1,0,3,106,-0.3,0
O=C(CCN1CCN(c2ccc(F)cc2)CC1)Nc1ccccc1F,1,-1,99,-8,21,-8,-12,11,103,0.4,-11
Cc1cc2cc(C(c3nnnn3Cc3ccco3)N3CCc4ccccc4C3)c(=O)[nH]c2cc1C (stereo unspecified),0,7,90,-1,64,-7,1,5,85,0.4,8
COc1ccc(CNC(=O)c2nnn(-c3cccc(C(F)(F)F)c3)c2N)cc1,8,-4,93,-3,14,-5,0,13,95,-2.0,-4

# Single records (already shown). Order of screens: ABCG2 block	Bim-Bcl-W	RGS7-Gao	Bim-Bcl-XL	GSH fluor	Bim-Bcl-B	Bim-Bcl-2	Avidin fluor	RGS4-Gao reg	ABCB1 inh	Bfl-1 Bim block
# CCN(CC)c1nc2c3c(nc4c(c3c1C#N)CC(=O)N4c1ccc(Cl)cc1)NC(C)=N2 as listed: -3	2	102	4	14	-2	2	23	101	0.6	2
# CCN(CC)S(=O)(=O)c1ccc(/C=C/C(=O)OCC(=O)Nc2ccc(S(N)(=O)=O)cc2)cc1 as listed: 0	0	106	-1	8	-1	0	3	106	-0.3	0
# O=C(NC1CCCC1)C(c1cccnc1)N(CCc1ccccc1)C(=O)c1ccco1 (stereo unspecified) as listed: 0	0	105	-2	9	-3	-3	9	102	0.6	-2

# Going on with the list:
SMILES,ABCG2 block,Bim-Bcl-W,RGS7-Gao,Bim-Bcl-XL,GSH fluor,Bim-Bcl-B,Bim-Bcl-2,Avidin fluor,RGS4-Gao reg,ABCB1 inh,Bfl-1 Bim block
Cc1ccc(N(C=NC#N)CC(=O)N2CCN(c3ccccc3)CC2)cc1,0,-4,89,-1,4,-2,-1,7,88,0.2,-9
COCCNC(=O)COc1ncnc2scc(-c3ccc(F)cc3)c12,2,-2,u,1,12,-4,-2,8,101,0.4,-4
COc1ccc(CN(C)C(=S)Nc2ccc(OC(F)F)cc2)cc1,4,-3,101,-3,24,-10,0,6,98,0.2,-2
Cc1ccc(-c2csc3ncn(CC(=O)N4CCOCC4)c(=O)c23)cc1C,2,-1,94,-4,14,1,0,16,98,0.8,-2
N=c1ccn(CC(=O)c2ccc(-c3ccccc3)cc2)cc1,3,-2,102,-3,19,-2,2,10,105,0.4,-2
CCc1ccc(N2CC(C)Cn3c2nc2c3c(=O)n(CCN3CCOCC3)c(=O)n2C)cc1 (stereo unspecified),3,0,91,-5,14,-2,-5,8,94,0.3,-8
CC(=O)NN1C(=O)c2ccccc2NC1c1ccc([N+](=O)[O-])o1 (stereo unspecified),-1,0,102,-2,12,-3,-3,5,104,0.1,-4
CCn1c(SCC(=O)NCCc2ccc(OC)c(OC)c2)nc2c1c(=O)n(C)c(=O)n2C,5,2,99,-1,51,-8,-4,7,105,0.7,-12
CCOC(=O)C1C(=O)CC(C)(O)C(C(=O)OCC)C1c1ccc(OC)cc1 (stereo unspecified),-2,-1,99,-5,11,-7,-3,9,99,-0.3,-2
COc1cc(C)c(S(=O)(=O)N2CCCC2)cc1C,1,-1,91,0,20,1,0,9,93,0.4,-1
CCC(=O)Nc1cccc(NC(=O)CSc2nnnn2C)c1,0,0,104,-1,21,0,-1,15,104,0.3,1
CC(C)OC(=O)/C(=C\c1ccccc1)NC(=O)c1ccccc1,0,1,104,0,22,2,1,11,100,-0.1,3
CC1CCCN(c2nc3c(c(=O)[nH]c(=O)n3C)n2CCCc2ccccc2)C1 (stereo unspecified),30,-6,101,-8,14,-5,-5,21,102,4.1,-4
CC(=O)c1ccc(NC(=O)CSc2nccn2CCc2ccccc2)cc1,4,-6,104,6,37,-11,-10,10,107,-0.5,-11
CCCCCCN1Cc2ccccc2C1,0,-3,99,-1,19,-1,-1,34,100,-0.1,-2
CCN(CC)c1ccc(/C=C2/C(=O)ON=C2C)cc1,1,-4,86,-4,22,0,-9,12,88,-0.6,-8
O=C(CSc1nc2c(c(=O)[nH]1)CCCC2)Nc1ccc(Cl)cc1F,2,-2,97,-1,15,-7,-5,9,99,0.3,0
O=c1[nH]c(-c2ccccc2)cs1,-4,0,102,1,6,1,0,2,93,-0.7,0
COCCN(C(=O)Nc1ccccc1)c1ccccc1C,1,-2,99,-9,30,-10,-6,22,104,-0.1,-15
O=C(NCc1cccs1)c1noc2c1CCCC2,9,-4,97,-14,41,-7,-7,11,95,0.3,-14
Cc1cccn2c(CN[C@H]3CCCCNC3=O)c(C(=O)N3CCOCC3)nc12,0,0,106,1,19,-1,0,16,99,0.6,-3
COc1cc(CO)ccc1OCc1nnnn1-c1ccc(C)cc1,6,0,101,-3,16,-2,-3,9,98,0.6,-7
CC(=O)Nc1ccc(S(=O)(=O)N2CCN(S(=O)(=O)N3CCCCCC3)CC2)cc1,1,0,92,0,31,0,0,7,92,0.1,-1
COc1ccc(-c2nnc3n2N=C(C)CS3)cc1,1,-2,102,-2,22,0,-2,40,97,0.1,-2
O=C(O)c1cccc(NC(=O)c2cn(-c3ccccc3)nc2-c2ccncc2)c1,0,0,96,-1,16,-4,0,10,98,0.2,-6
O=C(NCCCNC(=O)c1cccs1)c1cccs1,1,-2,101,-2,8,-1,-2,10,96,0.3,-1
COc1ccc([N+](=O)[O-])cc1NC(=O)Cc1ccc(Cl)cc1,24,-4,96,-5,10,-3,1,12,80,0.9,2
COc1ccc(C2CC(=O)C=C(NC3CCCC3)C2)cc1 (stereo unspecified),3,-11,98,-27,26,-17,-8,19,93,3.3,-11
O=C(O)CCn1[nH]c(=O)ccc1=O,0,-5,102,-10,20,-5,-4,22,104,-0.3,-12

# High-throughput results: PubChem, NMMLSC
